RGS4 inhibitor: human RGS4 inhibition | Transcreener GDP fluorescence polarization, RGS4-accelerated GTP hydrolysis | Potency, µM (top dose mostly 114 µM), for the others: at the highest dose activity change, negative = inhibition, actives largely listed as inhibitors | 390,000 tested, 0.039% active | AID 504845; note: % is set by controls: 0 for no effect and ±100 for the full control effect; nearly all actives have a fitted effect of over 75% in size; some results filed as inactive show a strong effect at the top dose
Target sequence (P49798 whole entry, looked up): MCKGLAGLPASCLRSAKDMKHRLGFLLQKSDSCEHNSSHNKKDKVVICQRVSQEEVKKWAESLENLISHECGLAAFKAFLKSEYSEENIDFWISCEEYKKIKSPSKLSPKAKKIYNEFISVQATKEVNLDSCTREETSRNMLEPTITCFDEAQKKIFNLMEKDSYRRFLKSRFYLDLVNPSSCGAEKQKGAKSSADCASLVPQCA
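MLSMR compounds (23 nl, pin-transferred) preincubated 10 min at room temperature with a 500nM (2x) first reagent, then RGS4 at 900nM (2x) plus Transcreener GDP mix added; fluorescence polarization (620/688 nm) read before and after 90 min at 30 °C.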
Vif-A3F inh: inhibitors of Vif-A3F interaction; HeLa A3F-eYFP + Vif (tagged APOBEC3F with the HIV-1 protein that degrades it), YFP fluorescence increase; Potency, µM (highest dose often 46.1 µM), for the others: at the highest dose activity, negative = active; 390,000 tested, 0.2% active; AID 602313; note: % of control where 0% means no effect; nearly all actives have a fitted effect of over 65% in size
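Fluorescence increase (Ex 488/Em 500-530) after overnight compound treatment at 37 deg C flags inhibition of Vif-driven A3F-eYFP loss in stable HeLa A3F-eYFP/Vif cells seeded overnight beforehand.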
Vif-A3G inh: blocks the Vif interaction with human APOBEC3G. 410,000 tested, 0.076% active. Q9HC16. Potency, µM (doses to about 46.1 µM), for inactives: top-dose activity, negative = active, usual class: inhibitors. AID 602310. HeLa A3G-eYFP + Vif (tagged APOBEC3G with the HIV-1 protein that degrades it), YFP fluorescence, overnight;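 note: % is set by controls: 0 for no effect and ±100 for the full control effect; nearly all actives have a fitted effect of over 60% in size; hits raise eYFP signal because A3G escapes Vif-driven loss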
Target sequence (Q9HC16 whole entry, looked up): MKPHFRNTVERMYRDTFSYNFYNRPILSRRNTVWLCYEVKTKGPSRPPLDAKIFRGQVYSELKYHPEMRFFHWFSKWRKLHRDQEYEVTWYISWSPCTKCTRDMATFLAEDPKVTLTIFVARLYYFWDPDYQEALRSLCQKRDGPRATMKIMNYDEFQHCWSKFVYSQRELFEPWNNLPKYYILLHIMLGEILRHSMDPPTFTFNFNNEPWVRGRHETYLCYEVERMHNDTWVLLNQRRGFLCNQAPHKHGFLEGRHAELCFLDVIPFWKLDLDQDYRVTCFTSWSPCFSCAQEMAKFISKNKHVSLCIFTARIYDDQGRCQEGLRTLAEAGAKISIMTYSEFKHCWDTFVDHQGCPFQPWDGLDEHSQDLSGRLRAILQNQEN
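HeLa cells stably expressing Vif and C-terminally eYFP-tagged A3G, seeded overnight at 37 deg C, then exposed to compound by pintool overnight at 37 deg C. Rise in yellow fluorescence (Ex 488/Em 500-530, Acumen) marks blocked Vif-driven A3G degradation.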
TrxR1 substrate: is turned over as a substrate by rat TrxR1. purified TrxR1 substrate turnover, NADPH consumption readout. Potency, µM (series often up to 114 µM), inactives show at the top dose activity change, negative = substrate turnover. O89049. 390,000 tested, 0.01% active; note: % is set by controls: 0 for no effect and ±100 for the full control effect; nearly all actives have a fitted effect of over 50% in size
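Rat TrxR1, dispensed at 90 nM, was prereduced with 400 uM NADPH (final) for 5 min at ~22 deg C, then incubated with compound 15 min before 400 uM selenite. A first-read NADPH fluorescence drop versus no-compound background flagged substrates.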
RXFP1 ag: RXFP1 (human) receptor agonism | Potency, µM (series often up to 57.5 µM), inactives show at the highest dose activation, most hits filed as activators | 370,000 tested, 0.3% active | AID 2676 | HEK293T-RXFP1 cAMP TR-FRET, 30 min; response scale: percent of porcine relaxin response, buffer zero; note: % is set by controls: 0 for no effect and ±100 for the full control effect; nearly all actives have a fitted effect of over 60% in size; many of its hits are not listed in these tables
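cAMP rise read by TR-FRET after 30 min, 37C compound exposure (up to 58 uM) in RXFP1-transfected HEK293 cells with Ro 20174 present. EC50 from Hill-equation fits, with 29 nM porcine relaxin as 100% and buffer as basal.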
USP1 inh: inhibitors of human USP1/UAF1 deubiquitinase | O94782 | recombinant USP1/UAF1, Ub-Rhodamine cleavage fluorescence | Potency, µM (highest dose often 57.1 µM), inactives show top-dose activity change, negative = inhibition, usual class: inhibitors | 390,000 tested, 0.23% active | AID 743255; note: % is set by controls: 0 for no effect and ±100 for the full control effect; nearly all actives have a fitted effect of over 60% in size; inactives centre near -12
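High-throughput fluorogenic screen: 1nM USP1/UAF1 complex, Ub-Rho substrate 150nM final, 50mM HEPES pH 7.8 with 0.5mM EDTA, 0.1 mg/ml BSA, 1mM TCEP and 0.01% Tween-20.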
IDH1 R132H inh: inhibitors of human mutant IDH1 R132H. IDH1-R132H enzyme, NADPH consumption, diaphorase/resazurin fluorescence. Potency, µM (highest dose often 76.6 µM), for the others: at the highest dose activity change, negative = inhibition, usual class: inhibitors. 390,000 tested, 0.093% active. AID 602179; note: % is set by controls: 0 for no effect and ±100 for the full control effect; nearly all actives have a fitted effect of over 65% in size
Target sequence (O75874 whole entry R132H, stated change not applied): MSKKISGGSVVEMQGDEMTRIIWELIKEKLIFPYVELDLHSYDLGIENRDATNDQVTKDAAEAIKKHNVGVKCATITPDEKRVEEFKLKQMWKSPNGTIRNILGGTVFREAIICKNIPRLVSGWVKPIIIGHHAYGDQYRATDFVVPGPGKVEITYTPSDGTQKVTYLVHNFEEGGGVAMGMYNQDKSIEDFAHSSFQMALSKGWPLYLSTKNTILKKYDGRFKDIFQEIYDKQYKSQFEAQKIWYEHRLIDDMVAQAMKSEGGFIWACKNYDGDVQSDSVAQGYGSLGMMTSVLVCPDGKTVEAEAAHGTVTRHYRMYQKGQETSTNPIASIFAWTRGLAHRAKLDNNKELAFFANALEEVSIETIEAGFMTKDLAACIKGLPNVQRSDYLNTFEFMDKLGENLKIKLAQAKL
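IDH1-R132H (0.5 ug/mL dispensed) in pH 7.5 Tris buffer was preincubated 30 min with compound, then given a substrate mix of 0.016 mM NADPH and 2 mM alpha-KG for 80 min at room temperature; remaining NADPH was read by diaphorase/resazurin fluorescence.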
ALOX12 inh: ALOX12 (human) lipoxygenase inhibition | purified 12hLO, xylenol orange hydroperoxide absorbance | Potency, µM (titrated, usually from 108 µM), for inactives: top-dose activity change, negative = inhibition, actives largely listed as inhibitors | 580,000 tested, 1.1% active; note: % is set by controls: 0 for no effect and ±100 for the full control effect
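Purified human 12hLO (150 nM final) in 25 mM Hepes, 0.01% Triton X-100, pH 7.0 was preincubated 15 min at room temperature with compound. Then 40 uM arachidonic acid was added, 30 min. Hydroperoxide was read by Fe-XO absorbance ratio 573/405 nm.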
TrxR1 inh: inhibitors of rat thioredoxin reductase 1. O89049. recombinant rTrxR1, NADPH fluorescence consumption, selenite substrate. Potency, µM (highest dose often 114 µM), for inactives: at the highest dose activity change, negative = inhibition, usual class: inhibitors. 390,000 tested, 1% active. AID 588453; note: % is set by controls: 0 for no effect and ±100 for the full control effect; nearly all actives have a fitted effect of over 65% in size
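Rat TrxR1 (90 nM in the dispensed reagent) was pre-reduced with 400 uM NADPH for 5 min at room temperature, then incubated with compound for 15 min. After 400 uM selenite was added, NADPH fluorescence (Ex 340/Em 450 nm) was followed for 8 min.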
Active calls of the source: *; ? = inconclusive; . = no result given; & = joins results of further samples; [ ] = remark or other dose. Calls come from the whole dose curve; as a rule, active = well fitted curve in the direction sought with a large enough effect; inconclusive = small, poorly fitted or top-dose-only effect, or another doubt; inactive = no such curve, though single readings can be large; an effect the other way counts as inactive or inconclusive. Potency is the fitted concentration of half-maximal effect. These rows are one share of the data; count on the stated rates, not on these rows.

SMILES	RGS4 inhibitor	Vif-A3F inh	Vif-A3G inh	TrxR1 substrate	RXFP1 ag	USP1 inh	IDH1 R132H inh	ALOX12 inh	TrxR1 inh
Cc1cc([N+](=O)[O-])ccc1NC(=O)c1cc2ccccc2o1	-1.5%	-15.8%	0.0%	-8.0%	4.0%	-13.1%	21.2%	-1.1%	15.9%[57.1 µM]
O=c1[nH]nc(CNc2ccc(OC(F)(F)F)cc2)c2ccccc12	-10.7%	-1.3%	-5.2%	-6.8%	2.3%	-20.0%	16.9%	-1.9%	2.0%
Cc1ccc(C)c(S(=O)(=O)N(C)C2(C)CCS(=O)(=O)C2)c1 (stereo not given)	-11.8%	7.3%	6.0%	5.1%	-1.5%	-19.2%	-13.1%	-7.6%	8.1%
O=C(N/N=C/c1ccc(O)c(O)c1)c1ccc(-n2cnnn2)cc1	19.6%	-2.3%	1.4%	-13.9%	-1.3%	-9.3%	-13.7%	?	-6.0%
CN(C)C/C=C/C(=O)Nc1cccc(-c2c[nH]c3ncnc(Oc4ccc(NC(=O)CC(=O)Nc5ccc(F)cc5)cc4F)c23)c1	-23.2%	4.7%	2.1%	3.9%	.	-15.0%	0.8%	.	-11.7%[57.1 µM]
CCc1cc(=O)oc2c3c(cc(OCC(=O)NCCCOC)c12)OC(C)(C)CC3	-8.0%	1.1%	1.4%	318.3%[activator]	7.2%	-11.6%	22.5%	0.0%	?
Cc1ccc(S(=O)(=O)N(CC(=O)Nc2ccc3c(c2)OCO3)c2ccc(C)c(Cl)c2)cc1	8.4%	0.1%	-3.9%	-6.5%	-0.7%	-6.1%	10.0%	-3.7%	4.4%
COc1cccc(C(=O)NCCS(=O)(=O)N2CC(C)CC(C)C2)c1 (stereo not given)	-31.4%	-1.8%	1.4%	5.4%	1.7%	-15.8%	1.8%	-5.6%	8.7%
Cc1ccc(S(=O)(=O)Cn2nnnc2C(C(C)C)N2CCN(C(=O)c3ccco3)CC2)cc1 (stereo not given)	-3.2%[11.4 µM]	2.2%	-0.4%	10.1%[57.1 µM]	.	-8.3%	-1.9%	?	?
CC(C)[C@H](NC(=O)c1ccco1)C(=O)N(C)Cc1c(F)cccc1Cl	29.1%	14.4%	-1.1%	9.1%[57.1 µM]	-0.7%	-7.7%	0.3%	-39.4%	13.4%
C[C@@H]1CN([C@H](C)CO)C(=O)c2cc(NC(=O)Nc3ccc(C(F)(F)F)cc3)ccc2O[C@H]1CN(C)S(=O)(=O)c1ccc(Cl)cc1	-9.5%	4.7%	1.0%	1.7%	.	?	-13.1%	?	12.9%
CCCCN1C[C@H](Cc2ccccc2)[C@@H](CC(=O)Nc2ccc(OC)cc2)C1=O	.	1.5%	0.1%	.	.	-7.5%	-0.9%	-1.3%	.

Look-ups from the entries so far:
Reading of O=c1[nH]nc(CNc2ccc(OC(F)(F)F)cc2)c2ccccc12 in TrxR1 inh: 2.0%
Reading of Cc1cc([N+](=O)[O-])ccc1NC(=O)c1cc2ccccc2o1 in RXFP1 ag: 4.0%
Reading of CN(C)C/C=C/C(=O)Nc1cccc(-c2c[nH]c3ncnc(Oc4ccc(NC(=O)CC(=O)Nc5ccc(F)cc5)cc4F)c23)c1 in Vif-A3G inh: 2.1%

(more compounds)
SMILES	RGS4 inhibitor	Vif-A3F inh	Vif-A3G inh	TrxR1 substrate	RXFP1 ag	USP1 inh	IDH1 R132H inh	ALOX12 inh	TrxR1 inh
Cc1ccc(S(=O)(=O)N2CCN(C(=O)C3CCN(c4ncnc5sc(C)c(C)c45)CC3)CC2)c(C)c1	12.3%	8.0%	4.2%	0.9%	.	-20.4%	-0.4%	202.4%[activator]	14.7%
O=C(NCCC1=CCCCC1)C(=O)NCC1OCCCN1S(=O)(=O)c1ccccc1 (stereo not given)	-18.8%	-0.8%	-1.0%	1.4%	1.8%	-17.8%	8.3%	-19.1%	14.2%
COc1cc(OC)cc(-c2c(-c3ccc(F)cc3)c3cc(-c4cccc5[nH]ccc45)ccc3n2C)c1	12.9%	-5.8%	-7.4%	23.3%[57.1 µM]	2.0%	10.0%	-12.3%	-4.9%	4.4%[57.1 µM]
CC(C)(C)OC(=O)NNC(=O)C12CC3CC(CC(C3)C1)C2	1.9%	-3.3%	1.0%	6.3%[57.1 µM]	-1.4%	-16.9%	19.7%	-10.3%	3.3%[57.1 µM]
CCCOC(=O)Nc1ccc(S(=O)(=O)Nn2cnnc2)cc1	20.5%	-18.8%	4.1%	-0.1%	2.2%	13.8%	0.8%	-4.3%	10.4%
Cc1cccn2c(=O)c3cc(C(=O)NC4CCCC4)n(C)c3nc12	?	-11.5%	-21.1%	115.3%[activator]	19.4%	-15.6%	4.8%	26.5%	52.4%
Cc1cc(NC(=O)CSc2nnc(C(C)N(C)C)n2Cc2ccccc2)no1 (stereo not given)	4.9%[11.4 µM]	-6.1%	-3.0%	3.8%[57.1 µM]	2.1%	-2.8%	-4.9%	-10.3%	14.2%[57.1 µM]
O=S(=O)(c1ccc(Oc2ccc(S(=O)(=O)N(CCO)CCO)cc2)cc1)N(CCO)CCO	8.0%	-1.4%	-3.6%	0.1%	-0.2%	-18.3%	-2.8%	-1.7%	16.9%
Cc1ccccc1Oc1nnc(-c2cccs2)c2ccccc12	-18.6%	0.4%	-13.7%	6.7%[57.1 µM]	1.7%	-16.7%	-2.1%	-3.7%	23.6%[57.1 µM]
CCCCC(=O)Nc1cc(-c2nc3ccccc3o2)ccc1OC	-9.6%	-13.0%	-4.2%	15.2%	3.4%	-21.5%	-4.8%	24.0%&-18.5%	14.8%
CC(Sc1ccc(Cl)cc1)C(=O)NCc1cccnc1 (stereo not given)	-24.8%	3.0%	-2.7%	-2.7%	2.3%	-13.8%	2.4%	90.0%[activator]	-3.0%
CCn1nc(C)c(/C=N/NC(=O)Cn2nnnc2N)c1C	-10.4%	-2.0%	-7.2%	-2.7%	4.8%	-1.4%	0.1%	156.3%[activator]	-9.4%[57.1 µM]
O=C(NCc1ccco1)C1c2ccccc2Oc2ccccc21	-18.6%	-2.6%	-2.7%	-2.5%[57.1 µM]	-0.7%	-12.2%	10.1%	44.2%[activator]	6.5%[57.1 µM]
O=C(Cn1c(=O)sc2ccccc21)NCc1ccco1	10.3%	0.9%	-0.1%	11.9%[57.1 µM]	2.4%	-6.2%	1.6%	-1.8%	9.1%[57.1 µM]
CCCn1ncc(/C=N/O)c1C	15.3%	0.4%	5.1%	6.2%[57.1 µM]	0.2%	5.6%	0.5%	17.7%	6.9%[11.4 µM]
OC(CNCC#Cc1ccccc1)c1ccccc1 (stereo not given)	-14.1%	-6.9%	0.1%	2.9%	-0.3%	-22.9%	2.7%	-19.7%	7.6%
Cc1noc(C)c1C(=O)OCC(=O)N(C)C1(C#N)CCCCC1	-17.8%	-12.5%	-1.3%	-0.5%	-0.1%	-5.3%	-3.5%	3.2%	21.1%
CC(C)(C)c1ccc(C(=O)N/N=C2\C3CN4CCN(C3)CC2(c2ccccc2)C4)cc1	-18.9%	-6.1%	-7.3%	-7.0%	4.1%	-14.7%	3.7%	23.9%	-1.4%
Oc1ccc2ccccc2c1CNn1cnnc1	-4.9%	-8.3%	-0.9%	30.7%	-0.9%	-9.4%	2.8%	-17.7%	7.1%
CCn1c(C)nc2cc(S(=O)(=O)N3CCCCC3)ccc21	9.8%	3.7%	1.9%	0.8%[57.1 µM]	0.9%	-0.3%	-0.1%	0.0%	14.1%[57.1 µM]
CN1N=C(c2ccc(F)c(F)c2)CSC1=NCc1ccccc1	-29.5%	10.7%	-4.7%	12.2%[57.1 µM]	3.1%	-25.3%	2.2%	0.1%	39.3%[activator][57.1 µM]
O=C(COc1ccccc1[N+](=O)[O-])Nc1ccccc1N1CCCC1	-23.4%	4.5%	-3.8%	-8.9%	0.7%	-22.3%	3.9%	-4.5%	-1.8%
COc1ccc(OC)c(-c2csc(NC(=O)C3c4ccccc4Oc4ccccc43)n2)c1	-4.4%	-3.0%	1.4%	-5.3%	-0.2%	-9.4%	-2.4%	-10.6%	6.6%
O=C(COc1ccc(Cl)cc1)N1CCCCCCC1	-2.6%	5.6%	1.0%	6.6%	-1.8%	-23.5%	-1.2%	17.7%	17.1%
Cc1cc(C)n2cc(CSc3ncn[nH]3)nc2n1	20.0%	12.8%	4.5%	210.9%[activator]	5.5%	-1.8%	-3.2%	-3.0%	52.4%[activator]
Cn1nnnc1SCC(=O)Nc1nc2ccccc2s1	20.3%	-15.0%	-2.5%	13.3%[57.1 µM]	-0.2%	-11.2%	0.7%	-1.0%	19.1%[57.1 µM]
CCO[C@H]1OC(C(=O)N2CCOCC2)=C[C@@H](c2coc3ccccc3c2=O)[C@@H]1CCCO	-8.7%	2.3%	-0.1%	-10.7%	-0.3%	0.6%	0.4%	0.7%	-2.7%
CCOC(=O)/C(C#N)=C/c1cccc([N+](=O)[O-])c1	9.6%	0.6%	-1.2%	1.8%[2.29 µM]	1.8%	-19.7%	-2.6%	-8.2%	10.4%[2.29 µM]

Bioassay records as filed in PubChem.
